Screening results as filed in PubChem BioAssay.
HTRA1 inhibitor – blocks human HTRA1 serine peptidase; Q92743; recombinant HTRA1, FP-rhodamine activity-based probe, fluorescence polarization; inhibition, % at 5.96 µM; actives 0.5% (n = 340,000); AID 504803; in the data active means inhibition above about 36%;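 further: 0% = enzyme with DMSO and 100% = wells lacking enzyme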
PG9 Ab binder – binds the HIV-1 gp120 antibody PG9. TR-FRET gp120-PG9 antibody binding. inhibition, % at 6.7 µM. actives 0.43% (n = 360,000). AID 624416; in the data active means inhibition above about 8.5%
mABHD4 FP – inhibits mouse alpha/beta hydrolase domain 4 | actives 0.54% (n = 370,000) | Q8VD66 | AID 720543 | purified mABHD4, FP-Rh probe fluorescence polarization | inhibition, % at 8.92 µM;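 active means inhibition exceeding the mean over every tested compound plus 3 SD, cut at about 30% in these data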;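 further: 0% = plate median of compound wells and 100% = S159A mutant with DMSO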
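Assay system: mouse ABHD4 enzyme, wild type / Also added: fluorescent activity-based probe FP-Rh / Doses: single nominal dose of 8.92 µM, 0.89% DMSO final / Timing: 45 min compound pre-incubation plus 60 min probe step, 25 °C / Signal: FP readout, ex 525 nm / em 598 nm / Control set: S159A mutant/DMSO as 100%, compound-well median as 0%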
rCAG binder – binds r(CAG) RNA repeats; r(CAG) RNA repeat, TO-PRO-1 dye displacement fluorescence; inhibition, % at 3 µM; actives 1.3% (n = 370,000); AID 651821;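 active means inhibition above the plate cutoff, the mean of all test compounds on that plate plus 3 SD, cut at about 35% in these data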;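 further: 0% = DMSO alone and 100% = 100 µM mitoxantrone as full dye displacement; higher means more dye released from RNA so lower well fluorescence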
ARFGAP1 inh – rat ARFGAP1 inhibition. actives 0.26% (n = 360,000). Arfgap1-stimulated ARF1 GTP hydrolysis, GDP FP detection. Q62848. inhibition, % at 16.5 µM;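 active means inhibition above a per-plate limit, mean inhibition of low control wells plus 3 SD, cut at about 25% in these data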;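 further: 0% = DMSO wells with enzyme and 100% = wells lacking Arfgap1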
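Assay system: Rat Arfgap1 GAP domain (His6, aa 1-136), purified enzyme | Buffer or medium: HEPES 25 mM pH 7.5, NaCl 150 mM, MgCl2, DTT | Schedule: GTP hydrolysis reaction 2 h at 25 °C | Signal: FP of antibody-bound GDP Alexa 633 tracer, ex 620/em 688 nm | Measure: Percent inhibition of Arfgap1-stimulated GTP hydrolysis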
GC-A act – GC-A (human) enzyme activation. activation, % at 10 µM. HEK293 GC-A cells, cGMP TR-FRET, EC30 ANP; 0% at EC30 ANP, 100% saturating ANP. P16066. AID 1671463. actives 0.14% (n = 370,000); in the data active means activation above about 40%
Rev-erbA mod – modulates human Rev-erb alpha binding to DNA | P20393 | Rev-erbα–FITC-DNA binding, fluorescence polarization, 90 min | activity, % at 10 µM | actives 0.79% (n = 370,000) | AID 1259318;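 active means activity above about 14%, limit read from the data; passing the limit was not always enough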;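 further: 0% = DMSO wells with 35 nM protein and 100% = DMSO wells with 750 nM protein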
SMARCA2 act – SMARCA2 function activation, primary screen. AID 652017. MG213 cells, MMTV-luciferase reporter, dexamethasone, overnight. actives 1% (n = 370,000). activation, % at 9.1 µM; in the data active means activation above about 7.8%;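 further: 0% = vehicle wells and 100% = reference activator wells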
GC-B act – GC-B (human) receptor activation; actives 0.11% (n = 370,000); HEK293-GC-B cells, CNP EC30, cGMP TR-FRET; 0% at EC30 CNP, 100% saturating CNP; activation, % at 10 µM; P20594;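 active means activation at 10 µM reaching about 35% in either raw or pattern-adjusted values, limit read from the data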
Target sequence (P20594 whole entry, looked up): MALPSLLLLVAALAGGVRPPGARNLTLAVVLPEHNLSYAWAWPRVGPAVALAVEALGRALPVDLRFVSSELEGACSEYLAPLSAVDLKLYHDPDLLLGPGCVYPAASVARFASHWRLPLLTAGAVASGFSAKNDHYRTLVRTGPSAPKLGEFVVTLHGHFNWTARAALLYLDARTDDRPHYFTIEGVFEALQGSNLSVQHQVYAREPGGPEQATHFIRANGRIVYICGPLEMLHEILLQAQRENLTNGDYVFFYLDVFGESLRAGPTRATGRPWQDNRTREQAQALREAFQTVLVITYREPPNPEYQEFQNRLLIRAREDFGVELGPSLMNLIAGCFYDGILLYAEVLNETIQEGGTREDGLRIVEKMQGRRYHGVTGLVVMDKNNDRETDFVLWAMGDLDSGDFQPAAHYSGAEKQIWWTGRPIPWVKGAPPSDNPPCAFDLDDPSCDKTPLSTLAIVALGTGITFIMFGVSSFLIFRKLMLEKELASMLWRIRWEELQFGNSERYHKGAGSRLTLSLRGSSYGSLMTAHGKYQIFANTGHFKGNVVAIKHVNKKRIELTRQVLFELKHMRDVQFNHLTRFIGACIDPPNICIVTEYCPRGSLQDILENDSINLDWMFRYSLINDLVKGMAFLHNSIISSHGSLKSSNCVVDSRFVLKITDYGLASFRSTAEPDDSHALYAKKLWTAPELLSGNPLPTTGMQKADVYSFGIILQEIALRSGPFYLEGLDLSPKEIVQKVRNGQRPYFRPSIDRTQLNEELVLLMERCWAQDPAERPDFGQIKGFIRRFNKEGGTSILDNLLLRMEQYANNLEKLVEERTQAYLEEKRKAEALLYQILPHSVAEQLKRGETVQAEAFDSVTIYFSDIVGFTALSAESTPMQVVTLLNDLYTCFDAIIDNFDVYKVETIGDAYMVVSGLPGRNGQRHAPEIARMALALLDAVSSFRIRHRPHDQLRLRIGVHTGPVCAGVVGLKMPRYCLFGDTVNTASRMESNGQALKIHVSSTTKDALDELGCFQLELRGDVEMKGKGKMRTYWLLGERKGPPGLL
ASAP1 GAP inh – ASAP1 ArfGAP inhibition | actives 0.19% (n = 360,000) | ASAP1-stimulated ARF1 GTP hydrolysis, GDP FP detection | Q9ULH1 | inhibition, % at 16.5 µM; in the data active means inhibition above about 25%;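 further: 0% = vehicle with enzyme and substrate and 100% = no enzyme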
Active calls of the source: *; x = not tested or not shown; & = joins results of further samples. Compounds were not picked by outcome; about 4.4% have a hit in one of these screens.

Below each SMILES: HTRA1 inhibitor	PG9 Ab binder	mABHD4 FP	rCAG binder	ARFGAP1 inh	GC-A act	Rev-erbA mod	SMARCA2 act	GC-B act	ASAP1 GAP inh
Cc1ccccc1CN1CCCCC(NC(=O)c2ccc(N(C)C)cc2)C1=O (configuration not stated)
→ x	x	5	0	x	1	5	-2	-2	x
O=C(Nc1cc2c3c(c1)CC(=O)N3CCC2)C1CCCCC1
→ -4	0.9	6	1	-16	2	9	-2	0	-8
CCOC(=O)C1CCN(C(=O)Cn2cnc3sc(C)c(S(=O)(=O)N4CCCCC4)c3c2=O)CC1
→ 1	1.1	-2	-4	-13	4	1	-2	-2	-6
CSc1ccccc1C(=O)N1CCc2ccccc2C1
→ -4	0.1	-2	-6	-3	-1	1	4	-5	3
CC(=O)OCCOCn1cnn2c(=O)c(Br)c(C)nc12
→ 4	-2.0	-2	1	7	3	4	-3	3	-8
COc1ccc(/C=C2/SC(=S)N(CCCC(=O)Nc3ccc(O)cc3)C2=O)cc1OC
→ -22	-2.7	-17	12	4	-1	-4	2	1	9
C#CCNC(=O)C[C@@H]1C[C@@]2(C(=O)OCC)CCC=C2N(Cc2ccco2)C1=O
→ x	0.1	1	11	1	4	12	5	8	4
COc1ccccc1C(=O)Nc1nnc(SCC(=O)NCC2CCCO2)s1 (configuration not stated)
→ 3	-0.4	-2	-4	-3	-1	-4	2	-1	-6
CCOc1ccc2nc(SCC(=O)Nc3cccc(S(=O)(=O)NC4=NCCCCC4)c3)[nH]c2c1
→ 2	-0.7	9	14	7	1	-3	-3	-3	-8
CC1=C(C(=O)OCC2CCCO2)C(c2ccccc2)NC(=O)N1 (configuration not stated)
→ 0	-1.1	5	-2	-8	0	-3	0	-3	4
Cn1c(=O)c2c(nc(SCC(=O)NCc3ccc4c(c3)OCO4)n2Cc2ccccc2)n(C)c1=O
→ -1	0.9	1	1	-2	4	-1	3	5	8
C=CCN1C=C2C(=O)C(C)(OC(=O)c3cnc4ccccc4n3)C(=O)C=C2C=C1/C=C/COC (configuration not stated)
→ 9	0.9	14	14	4	-5	0	2	7	-1
CCCNC(=O)c1cc(-c2ccco2)on1
→ 2	-1.5	4	1	-8	3	0	0	-2	14
Cc1ccc(/C=C/C(=O)OCC(=O)NC(=O)NCc2ccccc2)cc1
→ -5	0.4	-6	3	3	-2	-10	0	-2	-2
CC(=O)N1c2ccc(S(=O)(=O)NCC3CCC(C(=O)N4CCC(C)CC4)CC3)cc2CC1C (configuration not stated)
→ -1	2.1	0	-9	-4	1	-1	-3	0	0
Cc1ccccc1NS(=O)(=O)c1ccc(C(=O)NCC(c2ccco2)N2CCCCC2)cc1 (configuration not stated)
→ -11	-2.2	-3	-4	1	-2	2	-2	0	2
COc1ccccc1NC(=O)COc1ccc(Br)cc1CNC1CCCC1
→ 5	1.1	1	12	-8	-23	-6	-1	-12	-7
CC(C)CCN1CCNC(=O)C1CC(=O)Nc1ccc(F)cc1 (configuration not stated)
→ -1	0.8	-10	-4	14	-5	1	-1	9	8
Cn1c(SCC(=O)c2ccc(O)c(O)c2)nnc1-c1ccccc1
→ 13	-0.6	25	3	0	0	-5	0	-2	10
CSCCC1NC(=O)C(C(C)=Nc2ccccc2)=C1O (configuration not stated)
→ 2	-2.3	10	-1	-3	1	10	-1	1	1

Full records, looked up by structure. Order of values: HTRA1 inhibitor, PG9 Ab binder, mABHD4 FP, rCAG binder, ARFGAP1 inh, GC-A act, Rev-erbA mod, SMARCA2 act, GC-B act, ASAP1 GAP inh
C#CCNC(=O)C[C@@H]1C[C@@]2(C(=O)OCC)CCC=C2N(Cc2ccco2)C1=O is listed as x, 0.1, 1, 11, 1, 4, 12, 5, 8, 4
COc1ccccc1C(=O)Nc1nnc(SCC(=O)NCC2CCCO2)s1 (configuration not stated) is listed as 3, -0.4, -2, -4, -3, -1, -4, 2, -1, -6

In a second layout: results already given
mol	HTRA1 inhibitor	PG9 Ab binder	mABHD4 FP	rCAG binder	ARFGAP1 inh	GC-A act	Rev-erbA mod	SMARCA2 act	GC-B act	ASAP1 GAP inh
Cc1ccccc1CN1CCCCC(NC(=O)c2ccc(N(C)C)cc2)C1=O (configuration not stated)	x	x	5	0	x	1	5	-2	-2	x
O=C(Nc1cc2c3c(c1)CC(=O)N3CCC2)C1CCCCC1	-4	0.9	6	1	-16	2	9	-2	0	-8
CCOC(=O)C1CCN(C(=O)Cn2cnc3sc(C)c(S(=O)(=O)N4CCCCC4)c3c2=O)CC1	1	1.1	-2	-4	-13	4	1	-2	-2	-6
CSc1ccccc1C(=O)N1CCc2ccccc2C1	-4	0.1	-2	-6	-3	-1	1	4	-5	3
CC(=O)OCCOCn1cnn2c(=O)c(Br)c(C)nc12	4	-2.0	-2	1	7	3	4	-3	3	-8
COc1ccc(/C=C2/SC(=S)N(CCCC(=O)Nc3ccc(O)cc3)C2=O)cc1OC	-22	-2.7	-17	12	4	-1	-4	2	1	9
C#CCNC(=O)C[C@@H]1C[C@@]2(C(=O)OCC)CCC=C2N(Cc2ccco2)C1=O	x	0.1	1	11	1	4	12	5	8	4
COc1ccccc1C(=O)Nc1nnc(SCC(=O)NCC2CCCO2)s1 (configuration not stated)	3	-0.4	-2	-4	-3	-1	-4	2	-1	-6
CCOc1ccc2nc(SCC(=O)Nc3cccc(S(=O)(=O)NC4=NCCCCC4)c3)[nH]c2c1	2	-0.7	9	14	7	1	-3	-3	-3	-8
CC1=C(C(=O)OCC2CCCO2)C(c2ccccc2)NC(=O)N1 (configuration not stated)	0	-1.1	5	-2	-8	0	-3	0	-3	4
Cn1c(=O)c2c(nc(SCC(=O)NCc3ccc4c(c3)OCO4)n2Cc2ccccc2)n(C)c1=O	-1	0.9	1	1	-2	4	-1	3	5	8
C=CCN1C=C2C(=O)C(C)(OC(=O)c3cnc4ccccc4n3)C(=O)C=C2C=C1/C=C/COC (configuration not stated)	9	0.9	14	14	4	-5	0	2	7	-1
CCCNC(=O)c1cc(-c2ccco2)on1	2	-1.5	4	1	-8	3	0	0	-2	14
Cc1ccc(/C=C/C(=O)OCC(=O)NC(=O)NCc2ccccc2)cc1	-5	0.4	-6	3	3	-2	-10	0	-2	-2
CC(=O)N1c2ccc(S(=O)(=O)NCC3CCC(C(=O)N4CCC(C)CC4)CC3)cc2CC1C (configuration not stated)	-1	2.1	0	-9	-4	1	-1	-3	0	0

The list continues:
Below each SMILES: HTRA1 inhibitor	PG9 Ab binder	mABHD4 FP	rCAG binder	ARFGAP1 inh	GC-A act	Rev-erbA mod	SMARCA2 act	GC-B act	ASAP1 GAP inh
CCCCOc1ccc(CNC(=O)NS(=O)(=O)c2ccc(OCC)cc2)cc1
→ 2	2.0	5	15	4	4	3	2	2	-3
CCCCCn1c(SCC(=O)CC(=O)OCC)nc2cc(C(=O)N3CCC(C(N)=O)CC3)ccc2c1=O
→ -5	0.1	-5	1	2	2	1	-5	11	-8
COc1ccc(C2=NN(C(C#N)c3ccc(OC)c(OC)c3)C(c3ccccc3)C2)cc1 (configuration not stated)
→ -9	0.4	-12	3	3	2	-3	6	5	8
CCN(C(=O)c1ccc2c(c1)OCO2)C12CC3CC(CC(C3)C1)C2
→ -9	1.8	-1	5	-6	-1	6	-2	-6	-7
O=C(C1CCN(S(=O)(=O)c2ccccc2)CC1)N1CCN(Cc2ccccc2)CC1
→ 5	1.9	0	-8	5	3	-3	-3	0	-16
Cc1[nH]nc(N=CC2=C(O)CC(C)(C)CC2=O)c1-c1ccccc1
→ -2&0	0.5&-0.8	-2&2	2&-3	10&-4	-3&0	-2&2	-4&0	-3&-3	-5&-3
CC1=C(C(N)=O)C(c2ccc(F)cc2)n2nc(CCCO)nc2N1 (configuration not stated)
→ 0	-1.5	-8	0	-11	5	4	-3	12	3
CC(=O)Nc1ccc(Cc2ccncc2)cc1
→ 0	1.7	-4	0	-4	-1	-3	-3	-8	-2
CCOCCCNCc1cccc(OC)c1
→ 1	-2.4	12	1	2	-2	2	4	3	-8
O=[N+]([O-])c1ccc(NNS(=O)(=O)c2cc(Cl)ccc2Cl)nc1
→ 1	-1.5	7	9	-4	-1	-4	4	-6	-9
Cc1nn(CCC(=O)NNC(=S)Nc2ccc(F)cc2)c(C)c1[N+](=O)[O-]
→ -2	-0.7	-1	3	5	-3	0	2	8	-1
CC(=O)c1ccc(OCc2cc(C(=O)N(C)CC3COc4ccccc4O3)no2)cc1 (configuration not stated)
→ -4	-1.2	-6	0	19	1	-2	-4	2	0
CS(=O)(=O)NN1C(=O)c2ccccc2NC1c1cc2ccccc2nc1Cl (configuration not stated)
→ 7	-0.5	4	-2	9	-5	0	4	-3	-7
CCC1=NN(C(=O)C(=O)Nc2ccccc2OC)C(O)(C(F)(F)F)C1 (configuration not stated)
→ 3	0.4	-4	4	6	2	0	-1	2	-9
COC(C[C@H]1O[C@@H]1[C@H](O)COCc1ccccc1)OC
→ -1	-1.0	8	-3	-7	-1	-1	-2	4	-7
CCNC(=O)c1c(NC(=O)c2cc(-c3cc(C)cc(C)c3O)n[nH]2)sc2c1CCCC2
→ -3	0.0	-5	2	-1	-5	0	2	-2	-1
O=S(=O)(c1ccc(F)cc1)N1CCCNCC1
→ 11	1.3	-8	2	-2	3	-2	1	-1	4
CC(CC(=O)N(C)C1CCCCC1)S(=O)(=O)c1ccc2c(c1)NC(=O)CO2 (configuration not stated)
→ 1	-0.8	-1	-4	-3	0	-4	-3	0	-11
CN(c1ccc(F)cc1)S(=O)(=O)c1ccc(Cl)c(C(=O)NCc2ccco2)c1
→ 0	-1.3	-3	-2	1	0	3	-4	-5	-10
CC(C)C1N=C(c2ccc3c(c2)OCO3)CC(c2ccccc2O)N1 (configuration not stated)
→ -24	-3.3	-12	10	-1	-11	-5	5	-7	16
